Screening results deposited in PubChem by National Center for Advancing Translational Sciences (NCATS).
Nrf2 activator = activators of Nrf2 (ARE) signaling. AREc32 ARE-luciferase reporter (MCF7-derived line), luminescence, 24 h. Potency, µM (titrated, usually from 46.1 µM), for inactives: top-dose activation, hits mostly activators. 410,000 compounds, 0.31% hits; note: potency is the fitted concentration of half-maximal effect; % of control where 0% means no effect; nearly all actives have a fitted effect of over 65% in size
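For detection, Steady-Glo was added and plates sat 30 min at RT; before that, AREc32_Fluc cells grown overnight in OPTI-MEM/5% FBS had been treated with 23 nL compound for 24 hr at 37 deg C.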
MmCpn inh = inhibitors of Methanococcus maripaludis chaperonin (MmCpn); Potency, µM (highest dose often 76.9 µM), for inactives: at the highest dose activity, negative = inhibition, most hits filed as inhibitors; AID 504842; 330,000 compounds, 0.031% hits; purified Mm-Cpn ATPase, ADP Transcreener TR-FRET; note: potency is the fitted concentration of half-maximal effect; % is set by controls: 0 for no effect and ±100 for the full control effect; nearly all actives have a fitted effect of over 80% in size
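Quantitative HTS used 25 nM Mm-CPN and 10 uM ATP in magnesium/KCl Tris buffer, pH 7.4, with 1 mM DTT. Hydrolysis ran 30 min at 37°C; ADP was read by HTRF.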
HepG2 viability = counter-screen for TGF-b inhibitors: cytotoxicity in HepG2 cells. HepG2 CAGA-GFP viability, ATP luminescence, 18 h. Potency, µM (highest dose often 46.1 µM), for the others: at the top dose activity change, negative = cytotoxicity, hits mostly cytotoxic. 410,000 compounds, 0.76% hits; note: potency is the fitted concentration of half-maximal effect; some results filed as inactive show a strong effect at the top dose
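CellTiter-Glo luminescence gave cytotoxicity after 18 hours at 37 degrees C. The cells were HepG2 CAGA-GFP in 1% FBS DMEM, stimulated with 500 pg/mL TGF-beta after compound addition. %Activity was normalised to no-cell wells (complete cell-killing) and DMSO (no toxicity), and curves were fitted and classified.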
A549 tox = kills or reduces viability of A549 cells in Nrf2 counter-screen; A549 ARE-Fluc cells, CellTiter-Fluor viability, 18-24 h; Potency, µM (titrated, usually from 46 µM), inactives show top-dose activity change, negative = cytotoxicity, hits mostly inhibitors; 390,000 compounds, 0.16% hits; AID 504648; note: potency is the fitted concentration of half-maximal effect; % is set by controls: 0 for no effect and ±100 for the full control effect
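A549 ARE-Fluc cells in 5% FBS OPTI-MEM, 5000 cells/well, rested 2 h then exposed to compounds in concentration-response for 18-24 h at 37 °C. Viability by CellTiter-Fluor fluorescence (Ex 405/Em 525) after 30 min; luciferase luminescence (BugLite, 15 min, RT) read afterwards.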
CCT modulator = changes cytosolic chaperonin activity; 360,000 compounds, 0.3% hits; AID 651819; activity change, % (test concentration not listed), hits read low; purified chaperonin ATPase assay, HTRF ADP detection, 30 min; in the data active = activity change below about -30%; note: % is set by controls: 0 for no effect and ±100 for the full control effect
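We incubate TRiC, 40 or 20 nM final, with library compounds at 76 uM and 10 uM ATP for 30 min at 37 °C. ADP formed is detected with Transcreener HTRF reagents after 30 min at room temperature.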
pAkt inh = Akt phosphorylation inhibition | Neuro2A IGF-stimulated pAkt S473 HTRF, 20 min; active compounds read low | activity change, % for hits at 50 µM | 360,000 compounds, 0.32% hits; in the data active = activity change below about -80%; inconclusive = mostly about -51% to -80%; note: % is set by controls: 0 for no effect and ±100 for the full control effect
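Neuro2A cells (4,500/well, DMEM with 0.5% FBS) were treated with compound at a single 50 µM final concentration, stimulated with 6 nM IGF for 20 min at 37 °C, and lysed. Phospho-Akt Ser473 was read by HTRF as 665/615 ratio ×10^4.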
Nrf2 block = inhibitors of Nrf2 signaling; A549 ARE-Fluc reporter, luciferase luminescence, 18-24 h; Potency, µM (titrated, usually from 46 µM), for inactives: at the highest dose activity change, negative = inhibition, hits mostly inhibitors; 360,000 compounds, 2.1% hits; AID 504444; note: potency is the fitted concentration of half-maximal effect; % is set by controls: 0 for no effect and ±100 for the full control effect; nearly all actives have a fitted effect of over 60% in size
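Nrf2 function is reported as luminescence of an ARE-controlled luciferase in A549 cells. Compounds were tested at several concentrations, and a CellTiter-Fluor read on the same wells flagged cytotoxicity.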
TGFb SMAD3 inh = TGF-b pathway inhibition | HepG2 CAGA-GFP TGF-b/SMAD3 reporter, GFP fluorescence, 18 h; TGF-beta stimulated, 500 pg/mL final | Potency, µM (series often up to 46.1 µM), inactives show at the top dose activity, negative = inhibition, most hits filed as inhibitors | 410,000 compounds, 1.2% hits | AID 588855; note: potency is the fitted concentration of half-maximal effect; % is set by controls: 0 for no effect and ±100 for the full control effect; nearly all actives have a fitted effect of over 65% in size
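Read-out: total well GFP (ex488/em500-530) summed from mean per-cell fluorescence. Cells: HEPG2 CAGA-GFP, 1% FBS DMEM, 18 h at 37 degrees C with 500 pg/mL final TGF-beta. Unstimulated wells served as the full-inhibition control; stimulated DMSO wells = 0%.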
S2 tox = viability counter-screen for ATXN expression inhibitors. S2 cells (HEK-293 line with an ATXN2-luciferase reporter) viability, CellTiter-Fluor protease fluorescence, 24 h. Potency, µM (doses to about 56.7 µM), usual class: cytotoxic. 400,000 compounds, 0.49% hits. AID 651635; note: potency is the fitted concentration of half-maximal effect; nearly all actives have a fitted effect of over 40% in size
* hit, by the source's call; i = inactive; ? = inconclusive; / = no result given; [ ] = remark or other dose. Unless noted, calls come from the whole dose curve; as a rule, active = well fitted curve in the direction sought with a large enough effect; inconclusive = small, poorly fitted or top-dose-only effect, or another doubt; inactive = no such curve, though single readings can be large; an effect the other way counts as inactive or inconclusive.

Each structure is followed by: MmCpn inh	Nrf2 block	A549 tox	Nrf2 activator	HepG2 viability	S2 tox	TGFb SMAD3 inh	CCT modulator	pAkt inh
> C=CCNC(=O)C1CC(=O)N(c2ccc(OCC(=O)Nc3cccc(OC)c3)cc2)C1 (stereo not drawn)
  -0.3%	21.1%	-4.5%[1.84 µM]	0.0%	2.9%	i	-0.4%	-1.8	i
> CCc1ccc(NCCC(=O)c2ccc(Cl)cc2)cc1
  0.3%	3.6%	12.4%	-0.7%	-0.1%	i	-3.9%	-1.3	i
> CCOC(=O)c1ccc(N2C(=O)CC(N3CCC(C(N)=O)(N4CCCCC4)CC3)C2=O)cc1 (stereo not drawn)
  1.7%	-10.5%	0.0%	-0.7%	-5.4%	i	10.0%	1.4	i
> O=C(Cc1cccs1)NCCCc1ccccc1
  -4.1%	0.7%	-0.1%	0.2%	-0.1%	i	-4.0%	-2.0	i
> O=C(CCCc1ccccc1)Nc1ccnn1C1CCN(Cc2ccc(CO)o2)CC1
  0.5%	-2.9%	-2.4%	1.6%	-51.0%	i	-6.7%	-2.7	i
> CCN(CCCNC(=O)c1cc2c(=O)n(CC)c3ccccc3c2s1)c1ccccc1
  /	?	-3.2%	0.2%	-34.0%	i	?	/	/
> COc1ccccc1Nc1nc(-c2cccs2)cs1
  -5.7%	?	-14.8%	15.7%	-22.8%	i	-23.7%	-1.0	/
> CC(c1ccccc1)N(C)C(=O)CN1CCN(S(=O)(=O)c2ccc3c(c2)OCCCO3)CC1 (stereo not drawn)
  -12.4%	?	0.4%	1.5%	-28.8%	/	?	-3.5	i
> COCCn1c(SCC(=O)c2cccc(OC)c2)nnc1-c1ccco1
  3.4%	-12.5%	-11.5%	-0.7%	0.4%	i	-19.4%	-1.5	i
> Cc1ccc(C(=O)C(OC(=O)c2cnccn2)c2ccccc2)cc1 (stereo not drawn)
  -3.4%	12.0%	-0.7%	2.9%	-1.9%	i	6.9%	-1.8	i
> COc1ccc(-c2cc(=O)oc3cc(OCC(=O)NCCCn4ccnc4)ccc23)cc1
  -1.0%	-24.1%	-0.2%	5.7%	-7.0%	i	3.2%	1.4	i
> C=CCn1c(=O)[nH]c2cc(C(=O)N3CC=C(c4ccccc4)CC3)ccc2c1=O
  -0.1%	-17.2%	2.6%	3.3%	-49.5%	i	-18.0%	0.8	i
> CN(C)CCOc1cccc(Br)c1
  1.6%	12.1%	-1.7%	0.6%	5.6%	i	0.7%	-0.7	i
> Cc1ccc(C2(CCNC(C)c3cccs3)CCOC(C(C)C)C2)cc1 (stereo not drawn)
  -0.3%	6.7%	-11.0%	7.4%	-21.9%	i	?	-0.6	i
> Cc1cccc(NC(=O)CCN2CCCC(C)C2)c1 (stereo not drawn)
  -2.1%	0.9%	0.1%	-0.8%	-0.1%	i	-2.0%	-1.0	i
> COc1ccc(Cl)cc1NS(=O)(=O)c1cccc2cccnc12
  1.5%	?	-3.8%	12.6µM*	-18.2%	i	-22.2%	-1.8	i
> COc1cccc(CC2(CO)CCCN(CC3=Cc4cc(OC)ccc4OC3)C2)c1 (stereo not drawn)
  -3.1%	-4.3%	-5.3%	3.6%	-37.0%	i	3.1%	3.4	i
> Cc1cc(C)cc(Nc2ncc3c(n2)CC(c2ccco2)CC3=O)c1 (stereo not drawn)
  0.2%	?	0.9%	3.4%	-0.3%	i	8.9%	0.1	i
> Cc1nnc(SCC(=O)Nc2ccccc2NC(=O)CSc2nnc(C)s2)s1
  /	/	-2.2%	-0.2%	-33.3%	i	0.3%	-1.9	i
> O=C(Cn1c(=O)n(Cc2ccc(C(=O)NCc3ccccc3Cl)cc2)c(=O)c2ccccc21)Nc1ccc(F)c(Cl)c1
  /	-8.6%	-0.1%	0.6%	6.1%	i	?	/	/
> Cc1cc(C)c(S(=O)(=O)NCC(c2ccc(N(C)C)cc2)N2CCc3ccccc32)c(C)c1 (stereo not drawn)
  /	/	0.3%	4.8%	-18.1%	i	1.0%	/	/
> Cc1cc[n+](CC(=O)Nc2cccc(C)c2)cc1
  -4.2%	-15.6%	5.2%	-0.9%	2.0%	i	-2.2%	-3.2	i
> CC(=O)NCC(=O)NC1CC(C)(C)Cc2c1cnn2-c1ccccc1 (stereo not drawn)
  2.0%	3.6%	-1.0%	0.3%[9.22 µM]	0.0%	i	1.4%	-1.7	i
> Cc1ccc(C(=O)N/N=C\c2ccc[nH]2)cn1
  1.3%	?	-12.8%	-0.6%	-5.2%	i	-3.6%	-1.6	i
> COC(CNc1nc(SC)nc2sc3c(c12)CCN(C)C3)OC
  0.9%	3.3%	1.7%	0.2%	2.6%	i	1.3%	1.5	i
> CC1CCN(C(=O)C2CCN(S(=O)(=O)c3cc(Cl)ccc3Cl)CC2)CC1
  0.1%	-29.2%	-3.8%	-0.9%	-2.6%	i	-12.7%	-0.3	i
> COc1cc(-c2nc(SCC(=O)Nc3ccc(C)cc3)c(-c3ccc(F)cc3)[nH]2)cc(OC)c1OC
  /	?	?	-0.6%	-31.9%	/	?	/	/
> COc1nc(N(C)C)nc(N2CC(=O)N(CCNS(=O)(=O)c3ccc(C)cc3)C2=N)n1
  -1.3%	3.6%	-8.6%	0.1%	0.7%	i	3.0%	-2.4	i
> CCC(=O)Nc1nc2ccc3nc(C)sc3c2s1
  -11.6%	?	0.3%	7.0%	2.6%	i	-4.4%	0.9	i
> CC(=O)Nc1ccc(NC(=O)Cc2ccc(S(=O)(=O)N3CCCCC3)cc2)cc1
  -1.7%	3.1%	-0.1%	-0.4%	-36.4%	i	5.0%	2.0	i
> Nc1ccc2nc(SCC(=O)c3ccccc3)sc2c1
  -5.2%	5.0%	1.7%	4.5%	21.5%	i	-16.3%	-2.3	i
> O=C(c1ccc(=O)oc1)N1CCC(C(O)(c2ccccc2)c2ccccc2)CC1
  -0.9%	1.7%	2.5%	0.1%	8.4%	i	-19.7%	-0.3	i
> Nc1cc(=O)[nH]c(SCC(=O)Nc2cccc(S(=O)(=O)N3CCCCCC3)c2)n1
  0.3%	-3.4%	?	-0.1%	-0.6%	i	7.4%	-3.6	i
> CCC1Sc2ccc(S(=O)(=O)CCC(=O)Nc3c(Cl)cc(OC)cc3OC)cc2NC1=O (stereo not drawn)
  -6.0%	?	16.0%	2.8%	3.9%	i	?	1.5	/
> CC(C)C1S/C(=N/N=C/c2ccco2)NC1=O (stereo not drawn)
  0.8%	11.3%	-6.9%	?	-3.8%	i	-7.0%	-5.0	i
> COCCCNC(=O)c1cc2n(n1)CCCN(Cc1ccc(C)cc1)C2=O
  /	/	9.7%	-1.3%	-30.5%	i	-10.4%	/	/
> c1ccc(C(c2nnnn2Cc2cccs2)N2CCN(C3CCCC3)CC2)cc1 (stereo not drawn)
  0.7%	13.5%	5.4%	-0.4%	-11.9%	i	-3.0%	0.4	i
> O=C(CSc1nnc(CNC(=O)c2ccccc2F)n1-c1ccccc1)Nc1ccccc1F
  /	-2.2%	-5.7%	0.5%	-12.7%	i	-1.7%	/	/
> CCOC(=O)C1CCCN(C(=O)c2ccccc2NC(=O)C2=C(C)OCCS2)C1 (stereo not drawn)
  1.7%	1.5%	0.6%	-0.6%	-0.7%	i	-11.4%	-0.7	i
> O=C(CN1CCCCC1)N1c2ccccc2Oc2ccccc21
  0.6%	-15.2%	2.7%	0.4%	-5.6%	i	-13.7%	1.2	i
> CN(C)c1ccc(NC(=O)COC(=O)c2ccc3c(c2)OCO3)cc1
  -5.1%	0.3%	0.6%	0.5%	-13.0%	i	4.0%	-2.3	i
> O=C(Cc1ccccc1)N/N=C/c1ccc(OC(=O)/C=C\c2ccco2)cc1
  -6.8%	?	-6.4%	?	-2.6%	?	0.0%	0.4	i
> O=C(COC(=O)c1cccnc1Nc1ccccc1F)NCCN1C(=O)CSC1=O
  -0.4%	2.9%	10.0%	-0.3%	-3.2%	i	-24.0%	-2.7	i
> O=C(O)CCn1ncc2ccccc2c1=O
  -12.1%	-2.3%	-4.1%	0.3%	10.3%	i	11.9%	-0.3	i
> CCN1C(=O)/C(=C2/Sc3ccc(OC)cc3N2C)SC1=Nc1cccc(O)c1
  -1.1%	?	-28.1%	-0.5%	-50.7%	?	-10.6%	-0.1	i
> CCS(=O)(=O)Nc1ccc(C(=O)c2ccccc2)cc1
  -2.6%	-23.9%	4.0%	0.4%	-9.8%	i	6.6%	2.2	i
> CCN(CCCNC(=O)CNC(=O)Cn1cnc2ccccc2c1=O)c1ccccc1
  -0.5%	/	0.3%	3.1%	10.3%	i	12.3%	0.4	i
> O=C1CC/C=C\C[C@@H](CC(=O)N(CCO)Cc2ccccc2)C(=O)NC[C@@H](c2ccccc2)O1
  0.7%	-3.6%	-7.9%	1.9%	1.1%	i	-10.4%	-0.6	i
> COc1ccc(OCC(=O)Nc2nc3ccc(NC(C)=O)cc3s2)cc1
  -2.1%	8.7%	-4.0%	-0.1%	-35.5%	i	-10.1%	-1.8	i
> CN(C)c1oc(/C=C/c2ccc(F)cc2)nc1C#N
  /	22.8%	-5.3%	19.6%	-1.9%	/	/	/	/
> c1ccc2c(c1)OCC(c1nn3cnnc3s1)O2 (stereo not drawn)
  0.9%	6.7%	-18.2%	0.1%	-6.4%	/	5.9%	-1.0	/
> C=C(C(=O)c1ccccc1)C(NC(C)(C)C)c1ccccc1 (stereo not drawn)
  /	?	?	?	-88.9%	?	?	-2.2	i
> CCc1c(C)sc(NC(=O)C2CCCCC2C(=O)O)c1C(N)=O (stereo not drawn)
  -3.1%	13.3%	2.5%	-0.7%	-38.4%	i	0.9%	1.4	i
> COc1ccc2sc(N(CCN(C)C)C(=O)/C=C/c3cccs3)nc2c1
  -1.6%	-8.3%	-0.6%	10µM*	20µM*	?	?	1.2	i

The order is random; 4.4% or so of the library scored in one or more.
